GPT2 inhibitor – Primary qHTS assay for inhibitors of Glutamate pyruvate transaminase 2 (GPT2); Alanine aminotransferase 2 (Homo sapiens), Q8TD30; actives 0.25% (n = 100,000); Recombinant GPT2, coupled pyruvate oxidase/HRP Amplex Red fluorescence; Potency, µM (highest dose often 57.7 µM), for inactives: at the highest dose activity change, negative = inhibition, most hits filed as inhibitors; AID 1671188, 2021; note: potency is the fitted concentration of half-maximal effect; nearly all actives have a fitted effect of over 60% in size; many of its hits are not listed in these tables
Target sequence (Q8TD30 whole entry, looked up): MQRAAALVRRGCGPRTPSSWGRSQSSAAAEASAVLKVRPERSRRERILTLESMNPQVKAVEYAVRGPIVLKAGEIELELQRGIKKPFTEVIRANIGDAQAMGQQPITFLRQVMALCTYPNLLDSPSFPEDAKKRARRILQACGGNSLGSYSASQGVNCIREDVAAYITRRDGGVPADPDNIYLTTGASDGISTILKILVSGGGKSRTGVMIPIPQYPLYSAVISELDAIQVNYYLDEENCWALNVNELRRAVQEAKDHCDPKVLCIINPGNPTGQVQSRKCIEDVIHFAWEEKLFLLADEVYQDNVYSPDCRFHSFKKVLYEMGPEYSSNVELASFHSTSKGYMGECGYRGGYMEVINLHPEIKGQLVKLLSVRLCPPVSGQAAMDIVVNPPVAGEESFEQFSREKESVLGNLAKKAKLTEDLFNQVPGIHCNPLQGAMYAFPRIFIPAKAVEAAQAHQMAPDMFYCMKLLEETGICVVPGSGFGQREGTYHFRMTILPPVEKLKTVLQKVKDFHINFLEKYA
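Fluorescence read-out: pyruvate from GPT2 turnover coupled to pyruvate oxidase, HRP and Amplex Red (0.2mM ThPP, 0.2U/mL PO and HRP, 50uM Amplex final). Substrates 250uM a-KG, 2mM L-alanine; enzyme 10ng/uL; 30 min RT.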
HEK293 tox – Cytotoxic Profiling in HEK 293 Cell Line of Diverse Libraries Using Quantitative High-Throughput Screening; HEK 293 viability, ATP luminescence (CellTiter-Glo), 48-72 h; Potency, µM (doses to about 115 µM), inactives show at the top dose activity change, negative = cytotoxicity, actives largely listed as inhibitors; actives 6.6% (n = 94,000); AID 1345083, 2018; note: potency is the fitted concentration of half-maximal effect; nearly all actives have a fitted effect of over 60% in size
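Read-out: CellTiter-Glo ATP luminescence. Cells: HEK 293, 250 cells/well. Exposure: 48 or 72 hr, 37 degree Celsius.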
NIH3T3 tox – Cytotoxic Profiling in NIH 3T3 Cell Line of Diverse Libraries Using Quantitative High-Throughput Screening; NIH 3T3 viability, CellTiter-Glo ATP luminescence, 48-72 h; actives 4.3% (n = 94,000); Potency, µM (titrated, usually from 96.7 µM), for inactives: at the top dose activity change, negative = cytotoxicity, usual class: inhibitors; note: potency is the fitted concentration of half-maximal effect; nearly all actives have a fitted effect of over 55% in size
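Mouse fibroblast NIH 3T3 cells, 400 per well, received compound via pintool and were incubated for 48 or 72 hr prior to CellTiter-Glo ATP luminescence measurement.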
SNCA expr inhib – Primary qHTS assay for inhibitors of alpha-synuclein gene (SNCA) expression. HEK-293 SNCA-luciferase knock-in, luminescence, 24 h. Potency, µM (titrated, usually from 57.2 µM), for the others: top-dose activity change, negative = inhibition, usual class: inhibitors. actives 0.17% (n = 140,000). AID 1671194, 2021;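 note: potency is the fitted concentration of half-maximal effect; plate controls were DMSO cells for no effect and cell-free wells for full effect; nearly all actives have a fitted effect of over 45% in size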
IP6K1 inhibitor – Primary qHTS assay for small molecule inhibitors of Inositol hexaphosphate kinase 1 (IP6K1); IP6K1 kinase, ADP-Glo luminescence, 2 h; hits give low values; activity change, % (series mostly up to about 58 µM); actives 0.81% (n = 140,000); AID 1645851, 2021; in the data active = activity change below about -25%
Target sequence (Q92551 whole entry, looked up): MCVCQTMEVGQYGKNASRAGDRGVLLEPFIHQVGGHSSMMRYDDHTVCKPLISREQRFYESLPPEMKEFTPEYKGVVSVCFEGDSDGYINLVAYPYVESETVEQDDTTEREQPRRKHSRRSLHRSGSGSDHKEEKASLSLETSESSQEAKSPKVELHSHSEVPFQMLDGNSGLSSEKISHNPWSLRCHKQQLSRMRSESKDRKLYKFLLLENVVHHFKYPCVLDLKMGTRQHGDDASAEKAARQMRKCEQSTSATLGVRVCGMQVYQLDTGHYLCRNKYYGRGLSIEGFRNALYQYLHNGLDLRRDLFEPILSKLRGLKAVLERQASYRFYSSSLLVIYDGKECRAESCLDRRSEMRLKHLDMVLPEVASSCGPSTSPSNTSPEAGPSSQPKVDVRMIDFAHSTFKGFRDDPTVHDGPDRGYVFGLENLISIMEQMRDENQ
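ADP-Glo luminescence measures ADP made by human IP6K1 during a 2 h RT reaction with ATP/IP6 (mix at 1.3 mM/130 uM); top library doses 57.5 and 19.1 uM final.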
HEK293 viab – GF-AFC viability counterscreen for inhibitors of alpha-synuclein gene (SNCA) expression; HEK-293-SNCA-luc viability, GF-AFC fluorescence, 24 h; Potency, µM (highest dose often 57.1 µM), for inactives: at the highest dose activity change, negative = cytotoxicity, most hits filed as cytotoxic; actives 0.12% (n = 150,000); AID 1671193, 2021;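 note: potency is the fitted concentration of half-maximal effect; 0% = DMSO-treated cells and -100% = medium-only wells without cells; nearly all actives have a fitted effect of over 30% in size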
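HEK-293-SNCA-luc cells (1500/well) plated 24 h, then exposed 24 h to a dilution series; GF-AFC added 30 min at 37C, fluorescence 405/540 nm; normalised to medium-only and DMSO wells, Hill fit.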
Luciferase inh – Firefly luciferase inhibition profiling of diverse chemical library using quantitative high-throughput screening. Luciferin 4-monooxygenase (Photinus pyralis), P08659. purified P. pyralis luciferase, luminescence, biochemical. Potency, µM (doses to about 115 µM), inactives show at the highest dose activity change, negative = inhibition, most hits filed as inhibitors. actives 2.5% (n = 76,000). AID 1347043, 2019; note: potency is the fitted concentration of half-maximal effect; nearly all actives have a fitted effect of over 65% in size
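FLuc 10nM, D-luciferin 10uM, ATP 10uM, Mg acetate 10mM, Tris acetate pH 7.5, Tween/BSA; cpd qHTS; enzyme added last; CCD luminescence.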
The depositor's hits bear a star; i = inactive; ? = inconclusive; . = no result given; & = joins results of further samples; [ ] = dose if it differs, or a comment. Unless noted, calls come from the whole dose curve; as a rule, active = well fitted curve in the direction sought with a large enough effect; inconclusive = small, poorly fitted or top-dose-only effect, or another doubt; inactive = no such curve, though single readings can be large; an effect the other way counts as inactive or inconclusive. Unless noted, % is set by controls: 0 for no effect and ±100 for the full control effect. An excerpt. The share of hits here may be higher or lower than overall.

compound	GPT2 inhibitor	HEK293 tox	NIH3T3 tox	SNCA expr inhib	IP6K1 inhibitor	HEK293 viab	Luciferase inh
COc1ccccc1NC(=O)Cn1c(-c2cccc(Cl)c2)nc(C)c(CCO)c1=O	i	?	-25%	9%	-3	-22%	1%
O=C(CC1=CCCCC1)N1C[C@@H](CO)[C@H](c2ccccn2)C1	i	3%	-11%	10%	26	1%	0%
O=C(Cn1nc2c(cc1=O)CCCCC2)NCCc1nc2ccccc2[nH]1	?	12%	i	3%	24	0%	-10%
COc1ccc(Nc2ccnc(N3CCC(C(=O)N4CCC(c5ccccc5)CC4)CC3)n2)cc1	i	13µM*	20µM*	-5%	-1	-5%[12.5 µM]	.
CC1=Nc2cc(C(=O)NC3CCCC3)ccc2Sc2ccc(Cl)cc21	.	.	.	?	5	-23%	.
O=C(NC1CCN(c2ccc(F)cc2)C1=O)c1cccc(Br)c1 (stereo not drawn)	i	3%	i	1%	-5	7%	10%
COc1ccccc1C1=NOC(C(=O)NC(C)C)C1 (stereo not drawn)	i	1%	-5%	10%	-7	2%	-14%
COCCN1C(=O)CO[C@H]2CN(C3CCOCC3)C[C@H]21	i	0%[230 µM]	i	33%[activator][87.6 µM]	5	5%[87.6 µM]	8%[230 µM]
CC1CCN(S(=O)(=O)c2ccc3c(c2)N(CC(=O)NC(C)C)C(=O)CO3)CC1	.	.	.	?	-6	-20%	.
O=C(c1ccncc1)N1CCCCC1c1noc(COc2ccc(F)cc2)n1 (stereo not drawn)	i	?	-12%	2%	-1	-2%	4%
CCS(=O)(=O)N1CCCC(CCC(=O)NCc2ccc(OC)cc2OC)C1 (stereo not drawn)	i	i	i	27%	-8	14%	-23%
CCOc1ccccc1CN1CCC2(Cc3ccccc3CNC2=O)C1 (stereo not drawn)	3%	?	-21%	-3%	-15	-5%	.
C[C@@H]1O[C@@H](O[C@@H]2[C@@H](O)[C@H](O[C@@H]3[C@@H](O)[C@@H](O)[C@H](O[C@H]4[C@H](OC(=O)[C@]56CCC(C)(C)C[C@H]5C5=CCC7[C@@]8(C)C[C@H](O)[C@H](O[C@@H]9O[C@H](C(=O)O)[C@@H](O)[C@H](O)[C@H]9O)[C@@](C)(CO)C8[C@H](O)C[C@@]7(C)[C@]5(C)C[C@H]6O)O[C@@H](CO)[C@@H]4O)O[C@H]3C)OC[C@H]2O)[C@H](O)[C@H](O)[C@H]1O (stereo partly drawn)	4%[11.5 µM]	.	.	.	7	-7%[12.5 µM]	.
Cc1cc(C)cc(NC(=O)Cn2c(-c3cccc(Cl)c3)nc(C)c(CCO)c2=O)c1	i	?	-12%	8%	1	-8%	-2%
COc1ccc(C2Cn3cnc(C(=O)N4CCC(C(=O)NC5CCCC5)CC4)c3CO2)cc1 (stereo not drawn)	3%	-2%	-14%	116%[activator]	0	?	-18%
COCC[C@]1(O)CCN(C(=O)CCCc2ccccc2)C[C@H]1C	5%	5%	-1%	111%[activator]	6	5%	?
COc1ccc(N2CCN(C(=O)c3ccc(CS(=O)(=O)c4ccc(Br)cc4)o3)CC2)cc1	.	.	.	16%	6	-4%	.
Cc1ccc(C)c(CN2C(=O)N(c3cc(Cl)ccc3C)S(=O)(=O)c3ccccc32)c1	.	.	.	-12%	0	3%	.
CC(C)C(=O)N1CC(=O)N(C2CCCCC2)CC(OCc2ccccc2)C1 (stereo not drawn)	i	i	i	-11%	7	5%	-5%
O=C(NCc1ccccc1)C(=O)NCC(c1ccco1)S(=O)(=O)c1ccc(Cl)cc1 (stereo not drawn)	.	.	.	?	6	-15%	.
Cn1cccc1C(=O)N1C[C@@H](CO)[C@H](c2ccncc2)C1	3%	-8%	-15%	19%	-2	2%	-5%
O=C(NCc1ccc(Cl)cc1)C1(c2cccs2)CCOCC1	.	.	.	-7%	-5	19%	.
Cc1ccc(-c2cn3c(n2)CO[C@@H](CNC(C)C)C3)cc1	-11%[88.5 µM]	?	?	126%[activator][87.6 µM]	13	-4%[87.6 µM]	40µM*
COc1ccccc1Cn1c(=O)c(C(=O)N2CCN(C(=O)c3cccc(Cl)c3)CC2)nc2cccnc21	1%	i	-12%	6%	3	-1%	.
COc1ccc(CNC(=O)N2CCCC(c3nn[nH]n3)C2)cc1 (stereo not drawn)	-10%	1%	-2%	20%	-21	1%	3%
Cn1ncc2c(C(=O)N3CCOCC3)cc(-c3cccc(C(F)(F)F)c3)nc21	?	?	?	-12%	15	5%	.
O=C(C1CCOCC1)N1CCC(c2noc(-c3cnccn3)n2)C1 (stereo not drawn)	i	-3%	4%	-16%	-2	-4%	0%
COc1ccc(CNC(=O)C[C@@H]2C[C@H]3O[C@H](CNCc4ccc(F)cc4)[C@@H](O)[C@H]3O2)cc1	i	-2%	-3%	-13%	-11	-1%	-3%
Cc1ccc(/C=C(\C#N)C(=O)Nc2cccc(Br)c2)o1	.	.	.	102%[activator]	1	4%	.
CCOc1ccc(CCNC(=O)CSCc2nc(-c3cccc(C)c3)oc2C)cc1OCC	.	.	.	?	-1	?	.
CC(C)Cn1c(SCc2cccc(F)c2)nc2ccsc2c1=O	.	.	.	-9%	8	9%	.
COc1cccc(N2CC(NC(=O)c3cccs3)CC2=O)c1 (stereo not drawn)	.	.	.	1%	15	8%	.
Cc1cc(C(=O)NC2CCN(c3ccnc4ccnn34)CC2)ccc1Cl	i	?	?	11%	10	-15%	.
CCN(CC)c1ccc(-c2nc(-c3ccccn3)no2)cc1[N+](=O)[O-]	.	.	.	?	-10	0%	.
O=C1CC2CCN(Cc3nc4ccccc4s3)CC2CCN1 (stereo not drawn)	-13%	-1%	3%	-7%	-18	-4%	.
Cc1nn(-c2ccccc2)c2c1C(C(C)C)N(C1CN(C(=O)NC3CCCC3)C1)C2=O (stereo not drawn)	.	i	-18%	.	22	.	.
COc1cccc(OC)c1C(=O)N[C@@H]1C(=O)N2[C@@H]1SC(C)(C)[C@@H]2C(=O)O	-8%	.	.	-5%[25.6 µM]	-10&-13	7%	.
CC(C)(C)c1ccc(S(=O)(=O)N2CCN(Cc3noc(CCC(=O)N4CCCCC4)n3)CC2)cc1	.	.	.	15%	0	29%	.
COc1ccc(C(=O)Oc2c(Sc3ccccc3)c(C)nn2-c2ccccc2)c(OC)c1	.	.	.	?	-18	?	.
CN1C(=O)C2(CCN(Cc3ccc(C(F)(F)F)cc3)C2)c2ccccc21 (stereo not drawn)	-3%	?	-30%	-19%	3	6%	2%

Three entries from above in another layout.
> Cn1cccc1C(=O)N1C[C@@H](CO)[C@H](c2ccncc2)C1
  GPT2 inhibitor: 3%; HEK293 tox: -8%; NIH3T3 tox: -15%; SNCA expr inhib: 19%; IP6K1 inhibitor: -2; HEK293 viab: 2%; Luciferase inh: -5%
> CN1C(=O)C2(CCN(Cc3ccc(C(F)(F)F)cc3)C2)c2ccccc21 (stereo not drawn)
  GPT2 inhibitor: -3%; HEK293 tox: ?; NIH3T3 tox: -30%; SNCA expr inhib: -19%; IP6K1 inhibitor: 3; HEK293 viab: 6%; Luciferase inh: 2%
> O=C(C1CCOCC1)N1CCC(c2noc(-c3cnccn3)n2)C1 (stereo not drawn)
  GPT2 inhibitor: i; HEK293 tox: -3%; NIH3T3 tox: 4%; SNCA expr inhib: -16%; IP6K1 inhibitor: -2; HEK293 viab: -4%; Luciferase inh: 0%

(list continues)
compound	GPT2 inhibitor	HEK293 tox	NIH3T3 tox	SNCA expr inhib	IP6K1 inhibitor	HEK293 viab	Luciferase inh
N#Cc1cccc(C(=O)NC2CCCN(c3cc(-c4ccc(Cl)cc4)[nH]n3)C2)c1 (stereo not drawn)	i	?	?	?	0	-24%	-8%
CC(=O)N1CCC(N2C[C@@H]3C[C@H](C2)c2c(NC(=O)NC4CCCCC4)ccc(=O)n2C3)CC1	i	-13%	0%	13%	17	-8%	-17%
CCCn1ncc(N2CCC(C(=O)N(CCc3ccncc3)CC3CCCO3)CC2)cc1=O (stereo not drawn)	4%	-11%	0%	-14%	2	-3%	.
COc1ccc(C(=O)NC[C@H]2O[C@@H](CC(=O)NCCN(C)C)[C@H](O)[C@@H]2O)cc1	-6%[88.5 µM]	-11%[172 µM]	-18%[174 µM]	-21%[87.6 µM]	-2	1%[87.6 µM]	0%[172 µM]
Brc1ccc(CN2CCc3nc(Nc4ccccc4)ncc3C2)s1	.	.	.	5%	-3	1%	.
CN1C(=O)CC[C@]2(C(=O)NCc3cc(F)ccc3F)CCCC[C@@H]12	i	3%	-6%	0%	-3	1%	5%
COc1ccc(C(=O)N2CCN(C(=O)c3nc4cccnc4n(Cc4ccccc4)c3=O)CC2)cc1	4%	?	?	16%	-9	13%	.
CCN(CC)C1(Cc2cc(CN(C)Cc3ccccc3)on2)COC1	1%[88.5 µM]	-37%[172 µM]	-16%[174 µM]	42%[activator][87.6 µM]	11	0%[87.6 µM]	-9%[172 µM]
CCn1nc(C)cc1C(=O)N1Cc2cnn(Cc3ccc(F)cc3)c2C1	i	?	-19%	13%	13	3%	-13%
CNC(=O)N1CCC(C2CCN(C(=O)CCCC(=O)O)C2)CC1 (stereo not drawn)	3%	1%	-3%	?	28	5%[12.5 µM]	1%
CC(C)CCNC(=O)C1CCc2sc(C(=O)N3CCCCC3)cc2C1 (stereo not drawn)	i	?	?	-1%	8	6%	-7%
COc1ccc(C(=O)NC[C@H]2O[C@@H](CC(=O)Nc3ccccc3)[C@H](O)[C@@H]2O)cc1	2%[88.5 µM]	-9%[172 µM]	-5%[174 µM]	-9%[87.6 µM]	-8	5%[87.6 µM]	-3%[172 µM]
O=C(O)C[C@@H]1CCN(C(=O)C2CCC2)C[C@@H]1CCN1CCC(n2c(=O)[nH]c3ccccc32)CC1	5%	i	3%	16%	0	5%	0%
CCC(C)NC(=O)C1COC2(CCN(C(=O)c3ccc(OC)cc3)CC2)N1C(=O)c1ccc(C)cc1 (stereo not drawn)	-2%	?	4%	-7%	11	-19%	0%
CN1C(=O)C(c2ccccc2)CC12CCN(C(=O)c1ccccc1F)CC2 (stereo not drawn)	i	i	-1%	-14%	18	0%	-8%
CCOc1ccc(N(CC)S(=O)(=O)N2CCCC(C(=O)NCCc3ccccc3OC)C2)cc1 (stereo not drawn)	.	.	.	-9%	7	-23%	.
Cc1ccc(NC(=O)/C(C#N)=C/c2cc(C)n(-c3ccc(F)cc3)c2C)cc1C	.	.	.	1%	-17	3%	.

Compound activity deposited in PubChem BioAssay by National Center for Advancing Translational Sciences (NCATS).
